GPR151 ag – activators of human GPR151. Q8TDV0. PathHunter beta-arrestin GPR151 cells, luminescence. activation, % at 11.2 µM. actives 1% (n = 650,000); in the data active = activation above about 4.9%;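 note: 0% = median of compound wells and 100% = cells with positive control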
Target sequence (Q8TDV0 whole entry, looked up): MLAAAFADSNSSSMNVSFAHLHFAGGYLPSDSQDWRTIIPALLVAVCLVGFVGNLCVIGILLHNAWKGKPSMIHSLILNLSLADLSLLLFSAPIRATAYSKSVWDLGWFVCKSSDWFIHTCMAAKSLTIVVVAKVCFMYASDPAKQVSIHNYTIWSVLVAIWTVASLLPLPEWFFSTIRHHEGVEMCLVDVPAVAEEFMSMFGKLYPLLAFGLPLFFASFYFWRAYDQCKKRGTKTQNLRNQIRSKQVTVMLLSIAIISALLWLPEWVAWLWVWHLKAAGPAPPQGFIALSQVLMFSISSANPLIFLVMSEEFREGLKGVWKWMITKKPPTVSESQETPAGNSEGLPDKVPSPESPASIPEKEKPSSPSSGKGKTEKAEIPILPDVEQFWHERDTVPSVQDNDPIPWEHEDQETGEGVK
TEAD-YAP inh – TEAD-YAP interaction inhibition | actives 1.4% (n = 640,000) | inhibition, % at 9.12 µM | HEK-TIYL cells, TEAD-Gal4/YAP UAS-luciferase luminescence | AID 1259422; in the data active = inhibition above about 32%;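 note: 0% = median of test compound wells and 100% = reference inhibitor wells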
MITF primary – human MITF inhibition, primary screen; O75030; AlphaScreen MITF homodimerization, bead proximity signal; inhibition, % at 2.6 µM; actives 0.91% (n = 650,000); AID 1259374; in the data active = inhibition above about 50%;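 note: 0% = vehicle wells with protein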
FBW7 act – human FBW7 E3 ligase activation, primary screen. Q969H0. AlphaScreen FBW7–phospho-cyclin E peptide binding, activator screen. normalized activity (activation), % at 26.1 µM. actives 0.13% (n = 650,000). AID 1259310; in the data active = normalized activity above about 1.9%;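 note: purified mutant Fbw7 with reduced substrate affinity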
Target sequence (Q969H0 whole entry, looked up): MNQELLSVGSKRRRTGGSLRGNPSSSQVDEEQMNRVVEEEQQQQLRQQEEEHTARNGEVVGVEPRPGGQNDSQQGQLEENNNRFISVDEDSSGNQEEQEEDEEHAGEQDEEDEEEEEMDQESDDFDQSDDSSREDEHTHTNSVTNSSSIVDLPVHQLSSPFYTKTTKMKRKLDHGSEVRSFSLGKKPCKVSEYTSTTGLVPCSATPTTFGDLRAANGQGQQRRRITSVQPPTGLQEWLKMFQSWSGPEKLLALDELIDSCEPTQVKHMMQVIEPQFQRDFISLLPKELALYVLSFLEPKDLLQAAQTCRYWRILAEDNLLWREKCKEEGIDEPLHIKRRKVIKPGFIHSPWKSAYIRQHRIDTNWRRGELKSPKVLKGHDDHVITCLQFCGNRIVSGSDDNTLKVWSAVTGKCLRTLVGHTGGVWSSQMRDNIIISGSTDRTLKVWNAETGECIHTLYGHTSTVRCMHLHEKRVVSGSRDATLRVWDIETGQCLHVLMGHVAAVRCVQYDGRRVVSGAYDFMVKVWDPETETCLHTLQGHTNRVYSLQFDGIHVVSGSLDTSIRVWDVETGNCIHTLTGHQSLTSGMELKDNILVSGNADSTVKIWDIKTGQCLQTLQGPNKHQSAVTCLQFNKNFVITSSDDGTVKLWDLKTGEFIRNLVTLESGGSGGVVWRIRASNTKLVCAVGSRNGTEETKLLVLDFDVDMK
An asterisk follows results filed as active.

SMILES | GPR151 ag | TEAD-YAP inh | MITF primary | FBW7 act
Cn1c(=O)c2c(ncn2CCCC(=N)N2CCOCC2)n(C)c1=O | 0.0 | 10 | 5 | 0.1
Cc1ccc(O)c(C(=O)CC(O)(c2ccccc2)C(F)(F)F)c1 (stereo not given) | -1.4 | 7 | 1 | -0.1
CCOC(=O)c1c(NC(=O)c2cc(OC)c(OC)c(OC)c2)sc(C(=O)Nc2ccc(C)c(Cl)c2)c1C | 0.1 | 5 | 9 | 0.1
NC(=O)C(=O)Nc1cc(Cl)ccc1Cl | 0.7 | -4 | 10 | 0.0
COc1ccc(C2=NN(C(=O)CSc3nnc(CNC(=O)c4ccco4)n3-c3cccc(Cl)c3)C(c3ccc(OC)cc3)C2)cc1 (stereo not given) | -0.4 | -10 | -16 | -0.1
CCOC(=O)c1ccc(N2C=C(C(=O)OC)C(c3ccccc3C)C(C(=O)OC)=C2)cc1 | -2.1 | -7 | 13 | -0.4
CCc1ccc(NC(=O)c2ccc(F)c(S(=O)(=O)N(CCc3ccccc3)Cc3ccccc3)c2)cc1 | 1.0 | 3 | 13 | 0.0
Cc1cccc(C)c1NC(=O)C1(N2CCN(C(=O)c3ccco3)CC2)CCCCC1 | 1.0 | -6 | 2 | 0.0
N#C/C(=C\c1c[nH]c2ccc(Br)cc12)C(=O)N1CCOCC1 | 0.5 | 7 | 15 | 0.7
Cc1ccc(N2CCN(S(=O)(=O)c3ccc(C)cc3)CC2)cc1 | 0.4 | 1 | -9 | 0.0
Nc1cc(Br)c2noc3c2c1C(=O)c1ccccc1-3 | 0.0 | -8 | 15 | -0.2
COc1ccc(C(=O)/C=C2\NC(=O)NC2=O)cc1 | 1.1 | 5 | 6 | 0.0
COc1ccc(OC)c(N2CC(O)(c3cccc([N+](=O)[O-])c3)[N+]3=C2SCCC3)c1 (stereo not given) | 0.2 | -11 | -6 | 0.0
CCOC(=O)c1c(NC(=O)CC2Nc3cc(C)c(C)cc3NC2=O)sc(C)c1C (stereo not given) | 0.2 | -2 | 1 | 0.2
CC(C)(C)C(=O)N1CCN(c2ncc(-c3ccc(Cl)cc3)cn2)CC1 | -2.1 | -15 | -8 | -0.1
CCn1c(SCC(=O)NNC(C)=O)nnc1-c1ccc(OC)cc1 | -0.2 | -5 | -2 | 0.0
Cc1cc2c(cc1S(=O)(=O)C(C)CC(=O)NCc1ccc(Cl)cc1)OCC(=O)N2 (stereo not given) | -0.7 | 3 | -7 | -0.1
Cc1csc2nc(-c3ccccc3)cn12 | 2.8 | -69 | 0 | -0.1
Cn1c(=O)[nH]c(=O)c2c1nc(NC1CCCCC1)n2CC(=O)c1ccccc1 | 1.6 | -6 | 5 | 0.3
Cc1nc2ccc(NC(=O)c3ncoc3-c3ccccc3F)cc2nc1C | 0.1 | 1 | 2 | -0.3
O=C(NC1CC1c1ccccc1)C12CC3CC(CC(C3)C1)C2 (stereo not given) | -1.0 | -24 | 12 | 0.6
CCOC(=O)N1CCN(c2c(NCCc3cccc(C)c3)c(=O)c2=O)CC1 | 0.3 | -7 | -12 | -0.1
O=C1NCCN(C(=O)CCc2nnc(COc3ccccc3)o2)[C@H]1Cc1ccccc1 | -0.2 | -37 | -4 | -0.1
CN(C)C1c2cccc3cccc(c23)C1NS(=O)(=O)c1ccc(Cl)cc1 (stereo not given) | -1.3 | 7 | 3 | -0.1
CCn1c(CCCNC(=O)c2ccco2)nc2ccccc21 | 0.0 | -13 | 0 | -0.2
Continued:
SMILES | GPR151 ag | TEAD-YAP inh | MITF primary | FBW7 act
Cc1nc(Nc2ccc(Oc3ccc(Cl)cc3)cc2)c2c3c(sc2n1)CCC3 | -0.7 | 20 | -3 | -0.1
CCc1cccc(CC)c1-n1c(CNC(=O)COc2ccccc2)n[nH]c1=S | -0.9 | -9 | 3 | -0.1
CCCN(CCC)C(=O)c1cnn(-c2ccccc2)c1NC(=O)c1cccc(F)c1 | 1.0 | -10 | 20 | 0.8
CCc1ccc2c(c1)cc(CN(Cc1nnnn1C1CCCC1)C1CCCC1)c1nnnn12 | 0.0 | -6 | 13 | 0.3
Cc1sc(NC(=O)c2cccs2)nc1-c1ccc(F)cc1 | 1.4 | -44 | 6 | 0.0
Cc1ccc2nc(C3CCN(C(=O)Cc4ccccc4)CC3)[nH]c2c1 | -0.3 | -2 | -2 | 0.1
CCOC(=O)c1ccc(N2NC(=O)/C(=C/c3ccc(-c4cccc([N+](=O)[O-])c4)o3)C2=O)cc1 | 0.0 | 0 | 2 | -0.1
COc1ccc(C2C(C#N)=C(N)Oc3cc(C)oc(=O)c32)cc1C (stereo not given) | 0.3 | -4 | 14 | 0.4
COc1ccc(-c2nc(NCCOc3ccccc3)c3ncn(Cc4ccc(C(F)(F)F)cc4)c3n2)cn1 | 3.2 | 9 | -4 | 0.1
COC(=O)Cc1nc(N2CCCC2)c2c3c(sc2n1)CCCC3 | 1.1 | -11 | 11 | 0.3
CC1Sc2cc(S(=O)(=O)C(C)CC(=O)NCc3cccs3)ccc2NC1=O (stereo not given) | -0.9 | 3 | -8 | -0.1
O=C(CC1c2ccccc2Oc2ccccc21)N1CCCC1c1nc(-c2ccncc2)n[nH]1 (stereo not given) | -0.6 | 0 | -6 | -0.2
C/C(CC(=O)NCc1ccc(F)cc1)=N\NC(=O)C(=O)Nc1ccccn1 | -1.2 | -31 | -2 | -0.1
CCCS(=O)(=O)N1CCN=C1SCc1cccc([N+](=O)[O-])c1 | 5.3* | -14 | 8 | 0.0
O=C1CC(NCCc2cccs2)C(=O)N1c1ccc(Cl)cc1 (stereo not given) | -0.8 | 0 | -11 | -0.1
CCN1CCN(CCCN(Cc2ccco2)C(=S)Nc2ccc(Cl)cc2)CC1 | 1.8 | -4 | -4 | -0.1
CCNc1cc(C)nc(N2CCN(S(=O)(=O)c3cc(Br)ccc3OCC)CC2)n1 | 0.2 | 8 | 14 | 0.1
OCCNc1nc(-c2ccccc2)nc2ccccc12 | -0.8 | 11 | 14 | 0.0
C=CCn1c(SC(C(=O)NCc2ccccc2)C(=O)NCc2ccccc2)nc2cc(C(=O)NCc3ccco3)ccc2c1=O | -0.6 | 5 | -6 | 0.1
COC(=O)COc1ccc2c(c1)C(=NO)c1cc(OCC(=O)OC)ccc1-2 | 0.9 | 3 | 14 | 0.2
Cc1cc(NS(=O)(=O)c2ccc(N=Cc3ccccc3O)cc2)no1 | 0.3 | -1 | 13 | 0.1
Cc1ccc(CNC(=O)CCc2nnc(-c3cc(C)oc3C)o2)o1 | 0.5 | -1 | 2 | -0.1
CCOC(=O)C1CCN(C(=O)CCn2c(=O)[nH]c3ccccc3c2=O)CC1 | 0.2 | -10 | 16 | 1.1
CCC(C(=O)Nc1cc(C)ccc1C)n1nnc(C(=O)O)c1C(=O)O (stereo not given) | -1.1 | 4 | 1 | -0.1
N#C/C(=C/c1ccc(/C=C(\C#N)C(N)=O)cc1)C(N)=O | -0.4 | 3 | -2 | -0.1
New compounds follow:
SMILES | GPR151 ag | TEAD-YAP inh | MITF primary | FBW7 act
CC1=C(C(=O)OC2CCCC2)C(c2ccc(Br)cc2)C2=C(CCCC2=O)N1 (stereo not given) | -1.2 | 3 | -11 | 0.1
COCCCNC(=O)/C(C#N)=C/c1c(Oc2ccc(C)cc2)nc2c(C)cccn2c1=O | 1.2 | -2 | 2 | 0.1
CCc1ccccc1NC(=O)c1cc(C)no1 | -0.3 | -7 | -5 | -0.2
Clc1cccc(-c2cnnc(NCCc3cccnc3)n2)c1 | -1.3 | -24 | -2 | -0.1
CC1CCN(S(=O)(=O)c2ccc3nc(-c4ccncc4)cc(C(=O)Nc4cccc(C(F)(F)F)c4)c3c2)CC1 | 1.5 | 6 | 6 | 0.1
CCCCN1C(=O)C2C(C(=O)Nc3cccc(SC)c3)C3C=CC2(O3)C1C(=O)NC1CCCCC1 (stereo not given) | 1.1 | -4 | -4 | -0.2
O=C(Cc1ccc(F)cc1)N1CCC2(CC1)OCc1ccccc1O2 | -0.2 | 4 | 12 | 0.6
C/C(=N\NC(=S)NCCc1ccccc1)c1ccco1 | -0.1 | -9 | 1 | -0.1
O=C(OCC(=O)c1c[nH]c2ccccc12)c1cc2ccccc2cc1O | -0.2 | -3 | -18 | -0.1
COCCN1C(=S)NC2c3cc([N+](=O)[O-])ccc3OC1(C)C2C (stereo not given) | 0.4 | -7 | -8 | -0.1
COC(=O)c1c(NC(C)=O)sc2c1CCCC2 | -1.3 | 4 | -8 | 0.0
OCC1CCCN1c1nc(NCc2cccnc2)c2ncn(Cc3ccc(C(F)(F)F)cc3)c2n1 (stereo not given) | 1.1 | -3 | -2 | 0.2
CCOC(=O)C1CCN(C(=O)c2ccc(N3CC4CC(C3)c3cccc(=O)n3C4)c(NC(=O)c3ccc(F)cc3)c2)CC1 (stereo not given) | -0.4 | 6 | -1 | -0.1
CC(=O)N1CCSc2cc(S(=O)(=O)Nc3c(C)cccc3C)ccc21 | -0.4 | 5 | 6 | 0.0
O=C1NN(c2ccc(Br)cc2)C(=O)/C1=C\c1ccc(F)cc1 | 1.3 | 2 | 8 | -0.1
CCc1ccccc1NC(=O)c1c(NC(=O)C(C)(C)C)sc2c1CCCCC2 | -0.3 | -1 | 11 | 0.2
CCN(CC)CCN(C(=O)C1CC1)c1nc2ccccc2s1 | 0.0 | -14 | -9 | 0.1
CCOc1ccc(C2C(=O)N(C3CCCCC3)CC(=O)N2CCc2ccccc2)cc1OC (stereo not given) | -0.9 | -3 | -4 | 0.4
CSc1nnc2c(n1)OC(c1c(F)cccc1Cl)Nc1ccccc1-2 (stereo not given) | -0.9 | 4 | -1 | 0.1
Cc1ccc2c(c1)N(CC(=O)NC(C)(C)C)C(=O)C(C)O2 (stereo not given) | -0.5 | -1 | -7 | 0.1
Cc1cc(N)nc(-c2csc3ccccc23)n1 | -0.8 | -15 | -8 | 0.1
Cc1c(C(=O)Nc2cccc(C(F)(F)F)c2)sc2ncnc(N3CCCCC3C)c12 (stereo not given) | 0.7 | 2 | -13 | 0.0
O=C(Nc1nc(-c2cccs2)cs1)c1cc(Cl)cc(Cl)c1 | 0.1 | 2 | 1 | 0.2
O=C(CSc1nc2[nH]ncc2c(=O)n1-c1cccc(Cl)c1)NC1CCCC1 | -0.2 | 8 | 6 | 0.7
CN1CCN(Cc2ccc(NC(=O)Nc3cccs3)cc2)CC1 | 1.0 | 8 | -10 | -0.5
Next part:
SMILES | GPR151 ag | TEAD-YAP inh | MITF primary | FBW7 act
COc1cccc(CNC(=O)c2cc(-c3ccncc3)nc3ccccc23)c1 | -1.3 | 6 | 6 | -0.2
CCOC(=O)c1sc2nc(SCc3c(F)cccc3F)n(Cc3ccc(OC)cc3)c(=O)c2c1C | 4.4 | -2 | -13 | -0.1
CCOC(=O)c1c(C)oc2ccc(N(C(=O)c3cccc([N+](=O)[O-])c3)S(=O)(=O)c3ccc4ccccc4c3)cc12 | 0.0 | 11 | 12 | 0.0
O=C(C1CCN(C2CCN(Cc3ccccc3Cl)CC2)CC1)N1CCOCC1 | 0.2 | 6 | -1 | -0.2
Cc1nn(-c2ccccc2)c(Cl)c1/C=N/NC(=O)CNC(=O)c1ccccc1O | -1.5 | -4 | -14 | -0.1
O=C(NC12CC3CC(CC(C3)C1)C2)c1ccc2ccccc2n1 | 1.2 | 1 | -1 | -0.1
CCC(C)NCCCOc1ccc([N+](=O)[O-])cc1 (stereo not given) | 1.8 | 8 | 17 | 0.0
O=C(Nc1ccccc1)Nc1nc2ccc(Br)cc2s1 | 2.2 | -51 | 7 | -0.1
O=C(NCCN1Cc2ccccc2OC(c2ccccc2)C1)c1cc[n+]([O-])cc1 (stereo not given) | -0.6 | -2 | 12 | 0.0
Cc1nc(SCC(=O)NC2CCCCC2)nc(C)c1C | 0.6 | 3 | -4 | 0.0
COc1ccc(N=Nc2nonc2[N+](=O)[O-])cc1 | -0.6 | 9 | 19 | 1.2
O=C(Nc1ccc2oc(-c3cccc4c(Br)cccc34)nc2c1)c1cccnc1 | 0.1 | -3 | 5 | 0.2
COc1ccc(S(=O)(=O)NCC2CCCN(Cc3cn(C)nc3C)C2)cc1 (stereo not given) | 0.0 | -6 | 3 | 0.0

Twelve entries from above, arranged by count of non-hydrogen atoms, smallest number first:
SMILES | GPR151 ag | TEAD-YAP inh | MITF primary | FBW7 act
NC(=O)C(=O)Nc1cc(Cl)ccc1Cl | 0.7 | -4 | 10 | 0.0
CCc1ccccc1NC(=O)c1cc(C)no1 | -0.3 | -7 | -5 | -0.2
OCCNc1nc(-c2ccccc2)nc2ccccc12 | -0.8 | 11 | 14 | 0.0
CCCS(=O)(=O)N1CCN=C1SCc1cccc([N+](=O)[O-])c1 | 5.3* | -14 | 8 | 0.0
COc1ccc(C2C(C#N)=C(N)Oc3cc(C)oc(=O)c32)cc1C (stereo not given) | 0.3 | -4 | 14 | 0.4
O=C(OCC(=O)c1c[nH]c2ccccc12)c1cc2ccccc2cc1O | -0.2 | -3 | -18 | -0.1
Cc1nc2ccc(NC(=O)c3ncoc3-c3ccccc3F)cc2nc1C | 0.1 | 1 | 2 | -0.3
COc1ccc(OC)c(N2CC(O)(c3cccc([N+](=O)[O-])c3)[N+]3=C2SCCC3)c1 (stereo not given) | 0.2 | -11 | -6 | 0.0
COCCCNC(=O)/C(C#N)=C/c1c(Oc2ccc(C)cc2)nc2c(C)cccn2c1=O | 1.2 | -2 | 2 | 0.1
CCOC(=O)c1ccc(N2NC(=O)/C(=C/c3ccc(-c4cccc([N+](=O)[O-])c4)o3)C2=O)cc1 | 0.0 | 0 | 2 | -0.1
CCOC(=O)c1sc2nc(SCc3c(F)cccc3F)n(Cc3ccc(OC)cc3)c(=O)c2c1C | 4.4 | -2 | -13 | -0.1
COc1ccc(-c2nc(NCCOc3ccccc3)c3ncn(Cc4ccc(C(F)(F)F)cc4)c3n2)cn1 | 3.2 | 9 | -4 | 0.1
